FN deposition inh: inhibitors of fibronectin matrix deposition, primary screen, AH1F cells, Alexa488-fibronectin fluorescence, plate reader. AH1F fibroblasts, overnight. inhibition, % at 12.6 µM. actives 0.086% (n = 350,000);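 active = mean inhibition across replicates of 30% or more, regardless of how many single replicates reach that level; inconclusive = mean under 30% yet at least half of replicates reach 30%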;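 also: positive control wells lacked labelled fibronectin entirely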
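Measured by – fluorescence 485/525 nm · System – AH1F fibroblast monolayer, labelled fibronectin deposition · Amount – 10000 cells per well · Buffer or medium – serum-reduced DMEM (2% serum) · Doses – single dose, pinned · Also added – fluorescent fibronectin at 24 nM final · Schedule – 1 h cell attachment, overnight exposure to compound and label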
miR-122 sensor: miR-122 Renilla sensor signal increase in Huh7, primary screen, miR-122 inhibitor project, cell-based, single point, plate reader. actives 0.3% (n = 340,000). AID 602342, 2012. activation (reporter increase), % at 12.5 µM. Huh7 miR-122 Renilla luciferase sensor, 48 h; neutral wells = 0, positive control = 100;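 active = mean replicate activation score at least 90 and every replicate individually at or above 90; inconclusive = only one of the two criteria met; inactive = neither criterion met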;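 also: higher luciferase means less miR-122 activity so hits act as miR-122 inhibitors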
GSIS activator: GLuc luminescence reporter in INS-1E cells, primary screen for activators of glucose-dependent secretion of insulin; AID 743287, 2014; INS-1E GLuc reporter insulin secretion, 2-3 h; activation, % at 16.6 µM; actives 0.61% (n = 370,000);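 active = lowest replicate activation of at least 40%, so every replicate reaches that level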;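 also: 0% = median of neutral control wells and 100% = median of IBMX positive control wells; some compounds called inactive have numbers as strong as hits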
PGC1a acetyl inh: inhibitors of PGC1a acetylation signal, primary screen, cell-based, U2OS, AlphaScreen, inhibitor mode; inhibition, % at 15.6 µM; AlphaScreen anti-acetyl-lysine; with virally co-expressed GCN5 acetyltransferase; actives 0.17% (n = 350,000); AID 651687, 2012;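 active = every replicate shows inhibition of at least 40%; inconclusive = mean inhibition at least 40% but some replicate below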;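 also: 0% = neutral control wells and 100% = positive control wells; some results beyond the cut were filed as inactive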
F508del corr: F508del CFTR correction, initial screen, CFBE line, single point; CFBE cells, YFP halide quenching; stimulated with forskolin plus potentiator P3; % fluorescence drop versus neutral controls; activity (quench increase), % at 7.58 µM; actives 0.36% (n = 350,000); AID 720511, 2013;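 active = mean added fluorescence quench of at least 8% versus neutral control, with both replicates also reaching 8%; inconclusive = only one of the mean or replicate conditions met; inactive = mean below 8% and not both replicates reaching 8%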;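 also: cells transiently co-express mutant CFTR-F508del with the halide-sensitive YFP; corrector assay measuring rescue of mutant channel to the surface after 24 h compound exposure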
PglD inh: C. jejuni PglD acetyltransferase inhibitors, primary screen, biochemical, DTNB colorimetric, single point; actives 0.098% (n = 360,000); purified PglD enzyme, DTNB colorimetric CoA detection; UDP-N-acetylbacillosamine N-acetyltransferase PglD (Campylobacter jejuni); inhibition, % at 12.5 µM; in the data active = inhibition above about 16%, passing the limit was not always enough; inconclusive = no clear call, values can overlap the other calls; also: strong numbers were not always called active
C2C12 statin: suppressors of statin myotoxicity in C2C12 myotubes, primary screen, cell-based, single point, plate reader; actives 0.78% (n = 330,000); rescue of ATP level, % at 7.49 µM; AID 602340, 2012; C2C12 myotubes + simvastatin, ATP luminescence, 48 h; scaled: DMSO 0, geranylgeraniol control 100;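 active = mean ATP rescue above about 67%, or every replicate alone reaching that limit, limit read from the data, passing the limit was not always enough; inconclusive = no clear call, values can overlap the other calls; inactive = mean under the limit and some replicate under it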;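 also: myotubes were challenged with 10 µM simvastatin during compound exposure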
Cneo AK release: Cryptococcus neoformans cell lysis inducers, primary screen, AK release luminescence, single concentration; C. neoformans lysis, adenylate kinase release luminescence, 4 h; normalised: neutral wells 0, clomiphene wells 100; lysis activity, % at 15 µM; actives 0.2% (n = 360,000); AID 651654, 2012;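 active = mean lysis activity across replicates of at least 80%, whatever share of replicates individually reach that level; inactive = mean lysis activity below 80%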
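Assay system: Cryptococcus neoformans yeast cells / Dosing: single-point compound dose / Timing: 4 h at 37 °C static, read 1 h later / Measured by: luminescence of released adenylate kinase using an AK detection reagent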
Numbers without * were called inactive; ? = inconclusive; · = not tested or not shown; [ ] = dose if it differs, or a comment.

SMILES	FN deposition inh	miR-122 sensor	GSIS activator	PGC1a acetyl inh	F508del corr	PglD inh	C2C12 statin	Cneo AK release
CS(=O)(=O)Nc1ccccc1C(=O)NCc1ccccc1Cl	6	-2	1	7	-2.7	-7	-54	1
COc1ccc(-c2ccc([C@@H]3[C@@H](CO)N(C(=O)NC4CCCC4)[C@H]3C#N)cc2)cc1	-4	·	10	-4	1.0	1	45	1
C[C@H]1CN([C@@H](C)CO)C(=O)Cc2cc(NC(=O)Cc3cn(C)c4ccccc34)ccc2O[C@H]1CN(C)C(=O)NC1CCCCC1	·	0[16.7 µM]	·	3	2.1	3	35	-1
CCCCc1ncc(CN2CCC(n3nccc3NC(=O)c3ccccc3Cl)CC2)[nH]1	0	5	14	7	1.4	2	7	-4
CCCCNC(=O)C(NS(=O)(=O)c1cccc2nsnc12)c1ccccc1 (stereo unspecified)	-2	-5	·	3	·	-1	1	-2
Cc1ccc(NC(=O)CCN2C(=O)c3ccncc3C2=O)cc1	1	0	·	2	·	-5	11	-1
O=C(NCC1(N2CCCCC2)CCCCC1)c1cccc(S(=O)(=O)Nc2ccccc2Cl)c1	-3	-3	-1	-12	1.8	6	8	0
O=C(N/N=C\c1cn[nH]c1-c1ccc(Cl)cc1)c1cccs1	-5	4	·	8	-2.6	3	-10	1
Cc1ccc(S(=O)(=O)N[C@H]2CC[C@H](CCn3cc(C4CC4)nn3)O[C@H]2CO)cc1	-21	·	22	-7	-1.3	0	2	-3
CCOCCOC(=O)c1cccc2c1-c1ccccc1C2=O	2	-1	18	3	-0.5	1	-4	-2
Cc1cccc(NC(=O)CSc2nc3sc(C)cc3c(=O)n2C)c1	-5	-3	-10	-12	3.4	-4	-28	-2
CCC1CCC/C1=N\NC(=O)CCC(=O)Nc1ccccc1Cl (stereo unspecified)	5	0	·	-7	·	-3	-4	2
CN1C(=O)N(CC(=O)N2CCN(c3ccccc3F)CC2)C(=O)C12CCCCC2	2	·	-9	·	1.1	-5	3	0
CCCCn1c(N)c(N(C(=O)CSc2nncn2-c2ccccc2C)C2CCCC2)c(=O)[nH]c1=O	-7	6	-13	10	-2.4	-3	12	0
CCn1c(C(C)NC(=O)c2ccc(Cl)cc2)n[nH]c1=S (stereo unspecified)	-6	2	11	-8	-0.8	-2	10	-1
COc1ccc(CN2CC[C@H]3C=CC[C@@H](C(=O)NCCc4ccccc4)[C@H]3C2=O)cc1OC	7	-6	-12	·	-0.4	4	39	-2
Cc1ccc(NC(=O)C2CC(=O)N(Cc3ccco3)C2)cc1 (stereo unspecified)	22	-6	3	4	0.0	·	12	·
CCOCCCNC(=O)CCc1nnc2ccc(N3CCCCC3)nn12	·	-5	·	3	·	6	-2	1
CCN(c1ccccc1)S(=O)(=O)c1ccc(C(=O)N2CCCC(C(F)(F)F)C2)cc1 (stereo unspecified)	-3	·	-38	·	-1.1	·	-13	·
Cc1ccc(S(=O)(=O)SC/C=C/CSS(=O)(=O)c2ccc(C)cc2)cc1	-16	-2	5	-5	0.2	·	17	·
Cc1ccc(S(=O)(=O)N(C)C[C@H]2OCCCC[C@@H](C)Oc3ccc(N(C)C)cc3C(=O)N([C@H](C)CO)C[C@H]2C)cc1	13	19[16.7 µM]	-20	-18	-0.5	-36	-21	4
Cc1ccc(S(=O)(=O)N2CCN(C(=O)c3cccc(-n4cccc4)c3)CC2)cc1	0	·	-9	·	-0.6	2	6	1
CCc1nc(SCc2nc3ccccc3[nH]2)c2oc3ccccc3c2n1	·	3	-29	19	·	5	-19	26
O=C(Cc1coc(-c2ccc(F)cc2)n1)Nc1ccccc1	·	-8	·	-9	·	5	106*	-3
Cc1ccccc1OCC(=O)NNC(=O)CSc1nc(N)cc(N)n1	4	·	8	-2	0.0	·	8	·
O=C(c1cnccn1)N1CC(=O)N2[C@H](CO)[C@H](c3ccc(C#CC4CCCCC4)cc3)[C@@H]2C1	0	·	-6	-6	-2.1	·	·	·
Cc1ccccc1CS(=O)(=O)Cc1ccc(C(=O)NCc2cccnc2)o1	·	1	·	-5	·	12	-10	-1
C[C@@H]1CN([C@@H](C)CO)C(=O)c2cccc(NC(=O)Nc3ccccc3)c2O[C@H]1CN(C)Cc1ccc(C(=O)Nc2ccccc2N)cc1	·	21[16.7 µM]	13	-6	-4.4	-1	69*	-1
C#CCNC(=O)c1ccc2sc([C@@H]3O[C@H](CO)[C@H](O)[C@H](O)[C@H]3O)nc2c1	6	-3	-4	3	-0.7	-2	8	1
CC(C)NC(=O)N(C)C[C@H]1Oc2ccc(NC(=O)C3CC3)cc2C(=O)N([C@H](C)CO)C[C@H]1C	·	5[16.7 µM]	6	10	1.6	2	-30	10
COc1cc(NC(=O)c2ccc(COCC(F)(F)F)o2)cc(OC)c1OC	·	·	-12	-3	-2.0	-1	-17	0
CN1c2ccc(Br)cc2[C@@H]2[C@@H](CCN2C(=O)CN2CCOCC2)[C@@H]1CO	0	-2[16.7 µM]	3	-7	3.3	-3	-11	-2
OCC1(Cc2ccccc2C(F)(F)F)CCN(Cc2cccc3cnccc23)CC1	-14	2	-5	·	-0.8	0	3	-5
O=C(CCS(=O)(=O)CCN1CCOCC1)NCNC(=O)CCS(=O)(=O)CCN1CCOCC1	-4	0	4	-1	-0.8	4	-5	-1
Cc1ccc(-n2ncc3c(NCCCn4ccnc4)ncnc32)c(C)c1	-12	-1	10	-10	-1.6	1	-24	-2
CCc1ccccc1N(CC)C(=O)c1cn(CC)c(=O)c2cc(OC)c(OC)cc12	-8	-7	·	-14	·	-8	1	4
CCN(CC(=O)Nc1ccc2c(c1)OCCO2)C(=O)c1cccc(OCC(C)C)c1	·	·	-19	·	-1.0	16	13	-6
CC1(C(=O)NS(=O)(=O)c2ccccc2Cl)CCN1C(=O)C/C=C/c1ccccc1 (stereo unspecified)	11	-1	-3	6	-1.2	4	11	-1
COc1cccc(-n2c(Cc3cc(=O)[nH]c(=O)[nH]3)nnc2SCc2cccc(C(F)(F)F)c2)c1	-7	-10	2	?	1.8	·	-17	·
CCn1cc(C(=O)NCCCN(C)C)c(=O)c2cc(F)c(N3CCN(C)CC3)cc21	2	-1	-3	1	·	2	·	-1

The last 3 records of the section above are carried over, then new ones follow:
SMILES	FN deposition inh	miR-122 sensor	GSIS activator	PGC1a acetyl inh	F508del corr	PglD inh	C2C12 statin	Cneo AK release
CC1(C(=O)NS(=O)(=O)c2ccccc2Cl)CCN1C(=O)C/C=C/c1ccccc1 (stereo unspecified)	11	-1	-3	6	-1.2	4	11	-1
COc1cccc(-n2c(Cc3cc(=O)[nH]c(=O)[nH]3)nnc2SCc2cccc(C(F)(F)F)c2)c1	-7	-10	2	?	1.8	·	-17	·
CCn1cc(C(=O)NCCCN(C)C)c(=O)c2cc(F)c(N3CCN(C)CC3)cc21	2	-1	-3	1	·	2	·	-1
O=C1c2ccccc2-c2c1cccc2C(=O)N1CCN(C(=O)c2ccco2)CC1	-11	-2	·	?	·	2	8	-2
O=C(Nc1cccc(C(F)(F)F)c1)C1CC(=O)N(Cc2ccco2)C1 (stereo unspecified)	·	1	-3	-5	1.5	4	-1	0
COc1ccc(CNC(=O)C(c2ccc(O)cc2)N(Cc2ccco2)C(=O)c2snc(C(N)=O)c2N)cc1 (stereo unspecified)	-1	1	11	-6	-0.9	-3	1	0
CCC1NC(C(=O)O)Cc2c1[nH]c1ccccc21 (stereo unspecified)	·	5	·	-10	2.7	-6	8	1
Cc1ccc2nc(C(C)O)[nH]c2c1 (stereo unspecified)	4	-2	·	-6	·	-3	·	0
C[C@H]1CN([C@@H](C)CO)C(=O)c2cc(NC(=O)Nc3ccc(F)cc3)ccc2O[C@H]1CN(C)S(=O)(=O)c1ccc(F)cc1	·	-5[16.7 µM]	-14	-17	-2.2	-5	-12	2
CCn1cc(CN2CCCC(C(=O)Nc3cccc(-n4cccn4)c3)C2)cn1 (stereo unspecified)	-5	-4	14	2	1.7	2	-3	1
Cc1occc1-c1nnc(SCC(=O)c2ccccc2)n1CC1CCCO1 (stereo unspecified)	-2	2	·	-3	·	-16	·	0
COc1ccc(S(=O)(=O)N(C)C[C@@H]2Oc3ccc(NS(=O)(=O)c4ccc(Cl)cc4)cc3C(=O)N([C@H](C)CO)C[C@@H]2C)cc1	·	-5[16.7 µM]	-11	-3	1.4	0	17	0
CC(=O)Nc1sc(C)c(C)c1C(=O)OCC(=O)NCc1ccc(F)cc1	-4	4	0	0	3.6	2	2	1
CCN(C(=O)CSc1nnc(-c2ccncc2)n1C)C1CCS(=O)(=O)C1 (stereo unspecified)	·	0	·	2	·	10	1	-2
CCOC(=O)C1=C(c2ccccc2)NC(=S)NC1c1cccc([N+](=O)[O-])c1 (stereo unspecified)	3	-3	6	4	1.2	-1	·	5
COc1ccc(-c2c(C)nc3c(-c4ccsc4)cnn3c2N)cc1	13	-3	6	3	-0.3	2	-7	-3
Cn1nc(NC(=O)CC23CC4CC(CC(C4)C2)C3)c2c(F)cccc21	-3	-1	-17	-7	-3.0	·	5	·
CCCCCN(C(=O)CCC(=O)OC(C)C(=O)c1ccccc1)c1c(N)n(CCCC)c(=O)[nH]c1=O (stereo unspecified)	0	-9	-21	10	-0.1	-5	9	1
O=C(c1cnn2c(C(F)F)cc(-c3ccccc3)nc12)N1CCN2CCCC2C1 (stereo unspecified)	·	·	7	·	·	0	-13	-1
C=CCNC(=O)C1CC=CCC1C(=O)O (stereo unspecified)	-2	-2	9	-4	·	7	·	-1
C[C@@H]1CCCCO[C@@H](CN(C)S(=O)(=O)c2ccccc2)[C@H](C)CN([C@H](C)CO)C(=O)c2cc(NC(=O)Nc3ccc4c(c3)OCO4)ccc2O1	-11	-10[16.7 µM]	-1	-13	0.3	-3	·	0
COc1cccc(NC(=O)Cn2nc(Cc3cccnc3)c3ccccc3c2=O)c1	3	·	-5	·	-1.3	-3	8	-2
CC(C)Oc1ccc(F)cc1-c1cc(C(=O)Nc2ccc(C(C)(C)C)cc2)[nH]n1	-10	-2	10	-22	-3.6	-5	-13	-1
CC(C)c1ccc(N)c(S(=O)(=O)O)c1	16	-3	0	·	4.3	·	5	·
CC(NC(=O)CCNC(=O)c1ccccc1Cl)c1ccc(-n2ccnc2)cc1 (stereo unspecified)	1	-8	10	·	0.6	4	1	-2
CCN(CC(=O)Nc1cc(Cl)ccc1C)C(=O)c1ccc2c(=O)n3c(nc2c1)CCC3	-14	·	7	·	0.5	4	-10	4
CCC(C)NC(=O)CS(=O)Cc1nc(-c2cccc(OC)c2)oc1C (stereo unspecified)	-7	-3	·	1	0.0	6	8	-2
Cc1cccc(-c2nc(CSCC(=O)N3CCN(Cc4ccc5c(c4)OCO5)CC3)c(C)o2)c1	·	-15	·	-3	·	-1	21	-1

Source: PubChem
